# SIAE inh: blocks human sialic acid acetylesterase; inhibition, % at 9.66 µM; SIAE FP-Rh probe binding, fluorescence polarization; 370,000 compounds, 0.69% hits; Q9HAT2;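 active means inhibition above a cutoff: mean of compounds within the control limits plus 3 SD of those, cut at about 17% in these data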;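 further: 0% = plate median of compound wells and 100% = probe without SIAE protein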
# Target sequence (Q9HAT2 whole entry, looked up): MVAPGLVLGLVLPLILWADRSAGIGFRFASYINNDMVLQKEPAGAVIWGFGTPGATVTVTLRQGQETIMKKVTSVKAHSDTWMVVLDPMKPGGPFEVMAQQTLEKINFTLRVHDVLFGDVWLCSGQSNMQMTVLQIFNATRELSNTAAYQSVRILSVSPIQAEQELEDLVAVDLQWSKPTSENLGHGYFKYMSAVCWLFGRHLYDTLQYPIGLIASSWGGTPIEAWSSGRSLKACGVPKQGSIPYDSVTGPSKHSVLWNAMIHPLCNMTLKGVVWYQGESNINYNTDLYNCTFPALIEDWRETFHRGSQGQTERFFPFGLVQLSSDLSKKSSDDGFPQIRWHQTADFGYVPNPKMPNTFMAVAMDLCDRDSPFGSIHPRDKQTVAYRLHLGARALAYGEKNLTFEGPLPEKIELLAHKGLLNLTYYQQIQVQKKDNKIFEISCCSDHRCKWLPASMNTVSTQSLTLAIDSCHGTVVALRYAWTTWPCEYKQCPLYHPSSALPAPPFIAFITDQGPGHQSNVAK
# ABHD4 inh: ABHD4 (mouse) inhibition, primary FP screen; inhibition, % at 8.92 µM; Q8VD66; purified mABHD4, FP-Rh probe fluorescence polarization; 370,000 compounds, 0.54% hits;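 active means inhibition exceeding the mean over every tested compound plus 3 SD, cut at about 30% in these data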;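 further: 0% = plate median of compound wells and 100% = S159A mutant with DMSO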
#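 Test system: mABHD4 protein | Buffer or medium: HEPES pH 7.0 buffer, 150 mM NaCl, 0.01% Pluronic F-127 | Probe or stimulus: FP-Rh fluorescent activity-based probe, added after compound pre-incubation | Timing: Pre-incubation 45 min, probe exposure 60 min, at 25 °C | Technique: Fluorescence polarization, excitation 525 nm, emission 598 nm, BODIPY TMR filters | Repeats: Single well per compound (singlicate)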
# UHRF1 binding: blocks human UHRF1 binding to methylated DNA; UHRF1 binding to methylated oligo, TR-FRET; inhibition, % at 4.4 µM; 370,000 compounds, 0.75% hits; in the data active means inhibition above about 21%;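 further: UHRF1 SRA domain binding a hemimethylated CpG hairpin DNA probe; 0% = median of test compound wells and 100% = reference inhibitor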
# TDP2 absorb: TDP2 (human) inhibition, absorbance primary screen; O95551; recombinant TDP2, T5PNP hydrolysis, p-nitrophenol absorbance 415 nm; inhibition, % at 12.8 µM; 370,000 compounds, 0.34% hits;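 active means inhibition above the mean of all tested compounds plus 3 SD, set per campaign, cut at about 25% in these data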;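 further: 0% = DMSO with enzyme and 100% = buffer with substrate but no TDP2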
# Target sequence (O95551 whole entry, looked up): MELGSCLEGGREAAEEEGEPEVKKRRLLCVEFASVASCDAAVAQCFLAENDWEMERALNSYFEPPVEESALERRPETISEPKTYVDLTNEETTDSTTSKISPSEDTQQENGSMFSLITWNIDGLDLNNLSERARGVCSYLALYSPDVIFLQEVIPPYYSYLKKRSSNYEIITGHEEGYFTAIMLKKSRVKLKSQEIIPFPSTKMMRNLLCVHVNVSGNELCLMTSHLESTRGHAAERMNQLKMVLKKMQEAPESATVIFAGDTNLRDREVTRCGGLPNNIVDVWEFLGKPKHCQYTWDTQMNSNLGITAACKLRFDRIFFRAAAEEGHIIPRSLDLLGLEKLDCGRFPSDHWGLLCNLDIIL
#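 System – recombinant human TDP2 · Amount – 120 nM TDP2 per well · Buffer or medium – Mg2+-containing Tris-HCl buffer, pH 7.5 · Reagent – T5PNP substrate, 5 mM · Dosing – 12.8 µM single point, 1% DMSO · Incubation – 2 h at 37 °C · Measured by – epi absorbance · Read-out basis – percent inhibition · Benchmarks – high control without enzyme, low control DMSO plus TDP2 · Repeats – singlicate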
# PRMT1 FP inh: PRMT1 (human) inhibition, primary screen. inhibition, % at 2.79 µM. recombinant PRMT1, activity-based probe fluorescence polarization. 370,000 compounds, 1.3% hits;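 active means inhibition above about 21% made by adding two undisclosed values, limit read from the data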
# HTRA1 inh: HTRA1 (human) protease inhibition. recombinant HTRA1, FP-rhodamine activity-based probe, fluorescence polarization. Q92743. 340,000 compounds, 0.5% hits. inhibition, % at 5.96 µM; in the data active means inhibition above about 36%;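 further: 0% = enzyme with DMSO and 100% = wells lacking enzyme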
# Tn7 DDE FP: disrupts Tn7 cyclic peptide binding to fibrin D-Dimer-E complex; P02675; FP displacement of FITC-Tn7 peptide from fibrin DD(E); 0% = median of compound wells per plate; inhibition, % at 8.3 µM; 370,000 compounds, 0.13% hits; AID 720508;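 active means inhibition above the mean of compounds falling within the control limits plus 3 SD of them, cut at about 14% in these data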;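 further: 0% = plate median of compound wells and 100% = 10 µM Aha-Tn7 peptide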
#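 Also added: labelled Tn7 tracer, 0.1 µM; Assay system: human fibrin DD(E) protein; Amount: 2 µM fibrin DD(E); Schedule: 10 min compound pre-incubation, 3 h probe incubation at room temperature; Repeats: one replicate per compound; Read-out basis: percent inhibition; Measured by: fluorescence polarization of the labelled Tn7 tracer.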
# TCR CD3 inh: human TCR-CD3 binding inhibition; TAMRA-labeled TCR probe fluorescence, biochemical; inhibition, % at 9.4 µM; 360,000 compounds, 0.37% hits; AID 651800; in the data active means inhibition above about 19%;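 further: recombinant mutant TCR 2C K166C tagged with TAMRA read by polarization; 0% = receptor in buffer alone and 100% = receptor with positive control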
# PG9 Ab binder: small molecules binding HIV-1 gp120 antibody PG9; TR-FRET gp120-PG9 antibody binding; inhibition, % at 6.7 µM; 360,000 compounds, 0.43% hits; AID 624416; in the data active means inhibition above about 8.5%
# LEDGF integ inh: blocks HIV-1 LEDGF/p75-dependent DNA integration; TR-FRET IN-LEDGF/p75 DNA integration, Eu/Cy5; inhibition, % at 3.7 µM; 370,000 compounds, 0.64% hits;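 active means inhibition above the screen-wide mean plus 3 SD, cut at about 13% in these data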;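 further: signal is the Cy5 over europium emission ratio at 671 and 618 nm; 0% = plate median of compound wells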
# The depositor's hits bear a star; . = not tested or not shown.
# Start of the listing, in advance:
SMILES	SIAE inh	ABHD4 inh	UHRF1 binding	TDP2 absorb	PRMT1 FP inh	HTRA1 inh	Tn7 DDE FP	TCR CD3 inh	PG9 Ab binder	LEDGF integ inh
Oc1ccccc1C1=Nc2ccccc2N=C(c2ccco2)C1	5	7	0	0	3	0	-2	-4	2.7	0
COC(=O)c1sc(-c2ccc(Cl)cc2)cc1N	-1	-2	-4	3	-1	.	4	3	0.6	-2

# Results (from the top)
SMILES	SIAE inh	ABHD4 inh	UHRF1 binding	TDP2 absorb	PRMT1 FP inh	HTRA1 inh	Tn7 DDE FP	TCR CD3 inh	PG9 Ab binder	LEDGF integ inh
Oc1ccccc1C1=Nc2ccccc2N=C(c2ccco2)C1	5	7	0	0	3	0	-2	-4	2.7	0
COC(=O)c1sc(-c2ccc(Cl)cc2)cc1N	-1	-2	-4	3	-1	.	4	3	0.6	-2
CC1CC(C)CN(C(=O)c2cc(-c3ccccn3)nc3ccccc23)C1 (centres undefined)	0	8	3	-16	2	4	-5	5	1.9	1
CC1CC(C)CN(CCC(=O)Nc2cccc(Cl)c2)C1 (centres undefined)	5	0	-1	2	2	-2	7	-5	0.6	8
O=C(Nc1ccccc1O)c1ccccc1O	8	2	13	-4	-1	3	-15	6	-1.9	1
Cc1ccc(S(=O)(=O)N(CC(=O)Nc2ccccc2)C(=O)N2CCN(C)CC2)cc1	14	-2	-1	7	1	4	-2	-9	4.4	-3
OC(CNCc1ccc2c(c1)OCO2)COc1ccc(F)cc1 (centres undefined)	-1	1	-1	2	0	1	-2	-4	0.1	-4
COC(=O)c1c(C)[nH]c(C(=O)/C=C/c2ccc(Cl)cc2)c1C	-107	-7	0	-12	-5	2	-3	14	-2.1	2
Cc1nn(Cc2ccccc2)c(C)c1NC(=O)CCC(=O)O	6	8	1	-2	1	4	-8	3	0.4	-3
COc1ccc(CNC(=O)COC(=O)C2CC2C)cc1OC (centres undefined)	24*	5	-2	18	-1	15	2	-2	-1.4	-3
Cc1[nH]c2ccccc2c1/C=C/C(=O)c1ccccc1	-1	-3	-2	-1	-6	-13	0	-5	1.9	-1
Cc1cc(C)c2nc(SCC(=O)NNC(=O)c3ccco3)c(C)cc2c1	-8	-14	0	-2	2	-10	-2	-3	0.4	1
CC(=O)c1ccc(S(=O)(=O)NCC2CCN(C(=O)C(=O)c3cc4ccccc4o3)CC2)cc1	-3	-6	0	-2	12	.	4	-9	0.1	1
COc1cc(C(=O)N/N=C(\C)Cn2nc([N+](=O)[O-])cc2C)ccc1O	2	2	-3	10	-2	5	0	4	-2.0	3
Cc1cccc(C)c1NC(=O)CN(C)CC(=O)c1c(N)n(Cc2ccccc2)c(=O)n(C)c1=O	4	0	2	-9	7	1	0	-5	0.6	-5
CCN(CC)S(=O)(=O)c1ccc(Cl)c(NC(=O)COC(=O)c2cccn2C)c1	6	0	16	-8	-5	-18	4	4	-0.9	1
COC(=O)c1sccc1S(=O)(=O)Nc1ccc(C)cc1	9	0	-3	-3	-2	4	1	5	-1.4	0
CC1CC(NC(=O)/C=C/C(=O)O)CC(C)(C)C1 (centres undefined)	-1	7	5	-10	-2	5	-4	4	-0.8	6
CN(C)CCCNC(=S)N(Cc1cccs1)Cc1cc2cc3c(cc2[nH]c1=O)OCCO3	-3	-3	1	-11	0	-9	-7	6	-1.7	2
CCCNC(=O)C1(C)CCCN(C(=O)c2cccc(OC(F)(F)F)c2)C1 (centres undefined)	2	5	0	-4	-5	.	3	1	0.2	3
NC(=S)C(c1ccccc1)c1ncc(C(F)(F)F)cc1Cl (centres undefined)	-6	-4	-1	0	-3	3	-9	8	-0.3	-1
O=C(c1ccco1)N1CCN(C(=O)c2nn3cccnc3c2Cl)CC1	0	16	3	5	0	4	-7	-4	-0.2	-3
N#CC1(Nc2cccc(Cl)c2)CCCC1	-3	-3	0	8	1	-6	-10	6	-2.0	2
Cc1cc(=O)[nH]c(SCC(=O)/C=C2\N(C)c3ccccc3C2(C)C)n1	-89	-180	-6	3	5	-40	-2	-11	0.4	-1
COc1ccc(NS(=O)(=O)c2cccc3nsnc23)cc1OC	2	-2	-1	-10	1	4	-1	-1	-1.6	-2
Cc1ccccc1-c1noc(C23CC4CC(CC(C4)C2)C3)n1	10	3	1	5	-3	8	4	2	0.4	1
COc1ccc(CCNC(=O)Cn2cnc3c(cnn3-c3ccccc3Cl)c2=O)cc1OC	8	0	-4	0	-1	-7	-3	3	-3.1	2
O=C(c1ccco1)N1CCN(C(=O)C2CCCO2)CC1 (centres undefined)	-2	5	19	2	-3	-1	-1	4	-2.7	-1
CCOC(=O)c1cc2c(c(-c3cccc(C#Cc4ccc(OC)c(OC)c4)c3)n1)[C@@H](CCO)N(S(=O)C(C)(C)C)C2 (some centres undefined)	-11	-19	1	-15	-2	.	0	-2	-1.2	8
CC(=O)Nc1cccc2c1C(=O)N(c1cccc(C)c1)C2=O	0	3	2	-2	-1	-2	-6	-3	-0.8	3
CN(Cc1cccc(F)c1)CC(O)COCc1ccccc1Cl (centres undefined)	6	8	0	5	-8	6	2	2	-2.1	0
O=[N+]([O-])c1cc(S(=O)(=O)Nc2ccc(Cl)cc2)ccc1N/N=C/c1ccncc1	2	0	-6	-6	1	4	-2	8	-2.1	1
CC(C)CCNC(=O)C1CCCCN1S(=O)(=O)c1ccc(F)cc1 (centres undefined)	-1	6	1	-7	4	0	5	-14	2.3	-3
CC(=NCc1ccccc1)c1ccccc1O	-12	-14	4	-19	-5	4	1	5	-2.6	1
Cc1cc(-c2cc(-c3ccccc3)on2)nc(NCC2CC2)n1	-3	2	-1	10	0	-10	2	0	0.0	-3
COc1ccccc1N1CCN(C2CCCN(C(=O)CC(F)(F)F)C2)CC1 (centres undefined)	1	-1	-1	4	2	6	4	0	0.7	-2
C#CCNC(=O)C1=C[C@@H](c2ccccc2)C[C@@H](OCCCCO)O1	-5	-2	-2	-6	3	-12	5	-4	0.9	-2
COc1cc(N2C(=O)c3ccccc3C2=O)c(Cl)cc1C(=O)OCC(=O)NCc1ccco1	-15	6	1	-4	4	-8	7	5	-1.9	-2
Cc1nc2ccccc2c(=O)n1NC(=O)c1ccc(F)cc1Cl	-1	1	4	0	1	-1	3	-4	-1.5	1
O=C(CN1CCN(C(=O)c2cccc(S(=O)(=O)N3CCCC3)c2)CC1)Nc1ccc(F)cc1	1	-3	0	-5	-2	-2	4	-2	1.3	-6
NS(=O)(=O)c1ccc(NC(=O)COC(=O)CCc2ccccc2)cc1	-4	3	5	0	2	9	2	1	0.6	-6
COC(=O)[C@]12C[C@H](CC(=O)N3CCSCC3)C(=O)N(CCC3=CCCCC3)C1=C[C@H](COCc1ccccc1)O[C@@H]2C	4	-6	-2	-4	-1	.	0	-2	-0.7	-1
Cc1ccc2c(c1)c1nnc(SCC(=O)N3CCN(c4ccc(F)cc4)CC3)nc1n2CC(=O)O	1	6	7	-5	22*	1	-6	-10	-1.2	10
O=C(Cc1cccc(NC(=O)C2CCCN(C(=O)C3CCC3)C2)c1)Nc1ccc(C(=O)N2CCOCC2)cc1 (centres undefined)	-1	1	-2	-5	-1	1	0	-6	-1.4	-1
COc1cc(/C=C/C(=O)O)cc(S(=O)(=O)Nc2cc(S(=O)(=O)N3CCCCC3)ccc2Cl)c1OC	1	-6	1	10	4	-2	5	-10	-2.5	2
COC(=O)c1ccc(CSc2nnc3nc(C)cc(C)n23)cc1	-6	2	-1	5	1	-2	-4	0	0.7	0
CC(=O)Nc1ccc(S(=O)(=O)N(C)CC(=O)Nc2cccc(S(=O)(=O)N3CCCC3)c2)cc1	-1	-6	2	-14	-2	0	-11	3	-1.1	3
O=C(NCCc1ccncc1)C(F)(F)F	-2	-3	8	-7	2	-5	9	-7	2.4	2
O=C(Cc1c[nH]c2ccccc12)NCc1ccccc1F	-9	-7	19	-4	8	0	5	0	-0.7	1
CCc1ccc(OCC(=O)N2CCc3ccccc32)cc1	1	-1	0	9	3	-6	-7	1	0.3	-3

# An excerpt of these results, with each value named:
COC(=O)c1ccc(CSc2nnc3nc(C)cc(C)n23)cc1
  SIAE inh = -6 | ABHD4 inh = 2 | UHRF1 binding = -1 | TDP2 absorb = 5 | PRMT1 FP inh = 1 | HTRA1 inh = -2 | Tn7 DDE FP = -4 | TCR CD3 inh = 0 | PG9 Ab binder = 0.7 | LEDGF integ inh = 0
CC(=O)Nc1ccc(S(=O)(=O)N(C)CC(=O)Nc2cccc(S(=O)(=O)N3CCCC3)c2)cc1
  SIAE inh = -1 | ABHD4 inh = -6 | UHRF1 binding = 2 | TDP2 absorb = -14 | PRMT1 FP inh = -2 | HTRA1 inh = 0 | Tn7 DDE FP = -11 | TCR CD3 inh = 3 | PG9 Ab binder = -1.1 | LEDGF integ inh = 3

# Next part:
SMILES	SIAE inh	ABHD4 inh	UHRF1 binding	TDP2 absorb	PRMT1 FP inh	HTRA1 inh	Tn7 DDE FP	TCR CD3 inh	PG9 Ab binder	LEDGF integ inh
O=C(NC1CCCCC1)N1CCCC(c2nc3ccccc3[nH]2)C1 (centres undefined)	1	7	-1	9	6	-5	1	3	2.6	-1
CCN(CC(=O)N1CCc2ccccc2C1)S(=O)(=O)c1ccc2ccccc2c1	1	-5	-2	4	1	-20	-6	10	-0.8	2
CN(C)CC(c1ccccc1)c1ccccc1	1	-5	2	0	-1	.	2	-1	-1.2	2
CSc1cccc(NC(=O)NCc2cccc(CNC(=O)Nc3cccc(SC)c3)c2)c1	-35	-13	1	-1	1	-14	8	5	-0.8	12
Cc1ccc(S(=O)(=O)Oc2ccc(/C=C(/NC(=O)c3ccccc3)C(=O)NCC(=O)O)cc2)cc1	-1	0	4	4	2	.	5	-6	-0.2	1
CCOC1=C2CN(S(=O)(=O)c3ccc(C)cc3)[C@H](c3ccccc3)C[C@@H]2N(S(=O)(=O)c2ccccc2)[C@H](c2ccccc2)C1	-6	2	0	0	-2	.	-2	1	-1.9	-3
CN(Cc1cccs1)C(=O)COc1ccc(-c2nnco2)cc1	-4	-18	6	-2	7	2	-2	-3	-0.6	-3
Cc1ccccc1CN1CCN(Cc2ccc3cccc(F)c3n2)CC1CCO (centres undefined)	-1	-3	1	-2	-3	1	3	-2	-1.9	1
CN(Cc1cccs1)C(=O)CCCc1c[nH]c2ccccc12	-4	-2	2	-1	4	-4	4	-1	0.9	-4
CCCCCCCCS(=O)c1sc2nc(C)cc(C)c2c1N (centres undefined)	0	2	2	-6	8	-13	1	-3	0.1	2
COCC1CCCN(C(=O)c2cc(COc3ccc4ncccc4c3)on2)C1 (centres undefined)	0	4	1	2	-1	-1	1	-1	-2.0	2
CC(Cc1cccs1)NC(=O)c1cccs1 (centres undefined)	1	-3	-2	5	-2	6	1	-3	-1.3	3
COc1ccc(/C=N/NC(=O)c2ccc(COc3cccc4cccnc34)cc2)cc1OC	-20	-15	-3	4	0	-33	-6	-3	-0.9	0
